High-throughput results from PubChem BioAssay.
iPSC survival up = enhancers of human iPSC single-cell survival; hiPSC single-cell survival, ATPlite luminescence; 100% = ROCK inhibitor wells, 0% = DMSO; survival enhancement, % at 20 µM; actives 0.044% (n = 360,000); AID 602274; in the data active = survival enhancement above about 18%;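 also: cells exposed to compounds for 16 hours before the ATP read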
EBV LMP1 NFkB = inhibitors of Epstein-Barr LMP1-induced NF-kappaB reporter; actives 0.69% (n = 350,000); inhibition, % at 12.5 µM; LMP1-induced NF-kappaB luciferase reporter cells, luminescence; in the data active = inhibition above about 41%;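 also: 0% = neutral control wells and 100% = reference inhibitor control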
CF NFkB block = blocks PAF-induced NF-kB reporter in cystic fibrosis cells; actives 0.86% (n = 360,000); AID 588850; KKLEB NF-kB-GFP reporter, GFP fluorescence overnight; inhibition, % at 5 µM;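 active = at least 50% inhibition at 5 µM, scaled per plate between neutral and stimulator controls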;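 also: PAF is a Pseudomonas aeruginosa culture filtrate used as stimulus; plate controls were PAF-stimulated DMSO wells for no effect and unstimulated DMSO wells for full effect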
TRAIL sens C8 = sensitizes caspase-8 expressing cells to TRAIL. NB7+C8 cells + TRAIL, ATPlite viability luminescence. inhibition (viability loss, TRAIL sensitization), % at 10 µM. actives 1% (n = 360,000). AID 624354;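 active = compounds causing at least 50% loss of cell viability in the single-dose screen, relative to plate controls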
NR2E3 ag-1 = NR2E3 (human) agonism | Q9Y5X4 | inhibition of corepressor binding, % at 4.78 µM | GST-NR2E3/biotin-RetCOR TR-FRET, 1536-well | actives 0.12% (n = 320,000) | AID 2300;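 active = percent inhibition above the cutoff of mean plus 3 SD of all tested compounds, set per screening campaign, cut at about 20% in these data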;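 also: 0% = DMSO wells and 100% = biotin wells as full block of FRET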
Target sequence (Q9Y5X4 whole entry, looked up): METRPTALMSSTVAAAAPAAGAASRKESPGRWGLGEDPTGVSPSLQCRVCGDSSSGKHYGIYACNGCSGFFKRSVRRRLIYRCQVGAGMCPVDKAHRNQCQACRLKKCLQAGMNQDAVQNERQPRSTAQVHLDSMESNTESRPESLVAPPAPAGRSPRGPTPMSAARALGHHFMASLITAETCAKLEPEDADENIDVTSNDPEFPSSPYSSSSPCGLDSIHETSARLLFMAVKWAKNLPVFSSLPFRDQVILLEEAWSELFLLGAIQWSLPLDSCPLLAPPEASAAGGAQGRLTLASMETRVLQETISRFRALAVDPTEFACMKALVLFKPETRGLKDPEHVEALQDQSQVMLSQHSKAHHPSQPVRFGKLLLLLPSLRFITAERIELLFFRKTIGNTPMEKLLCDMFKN
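system = GST-tagged NR2E3 plus biotinylated RetCOR corepressor | input = 1.35 nM GST-NR2E3 | also added = 7 nM biotin-RetCOR | schedule = 5 h incubation at 4 °C | measured by = TR-FRET with europium anti-GST and streptavidin-D2, 340 nm excitation | read-out = percent loss of FRET ratio relative to control wells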
KKLEB tox = CF airway cell cytotoxicity counter-screen; KKLEB CF airway cells viability, ATPlite luminescence, overnight; stronger effect = lower value; cells stimulated with P. aeruginosa culture filtrate; activity change (cytotoxicity), % at 5 µM; actives 0.36% (n = 360,000);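 active = corrected activity change at or below -50% at 5 µM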
MITF TRPM1 inh = reduces MITF-dependent TRPM1 promoter luciferase signal; SK-MEL-5 TRPM1 promoter luciferase, 24 h; inhibition, % at 12.5 µM; actives 0.83% (n = 330,000); AID 488899;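 active = mean inhibition across replicates of 60% or more, whatever share of single replicates reaches that level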; also: values of inactives mirror those of a sister screen read the other way
Shn3 inh set2 = inhibitors of Schnurri-3 3'UTR reporter in osteoblasts; inhibition, % at 12.5 µM; AID 588674; Clone20 osteoblast Shn3 3'UTR firefly luciferase, 24 h; actives 0.52% (n = 360,000);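 active = mean inhibition of at least 75% with every replicate also reaching 75%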;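 also: 0% = median of neutral control wells and 100% = pilot-screen positive control compound; some compounds past the cut are filed as inactive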
NR2E3 ag-2 = human photoreceptor-specific nuclear receptor agonism. Q9Y5X4. CHO-S Gal4-NCOR/VP16-NR2E3 two-hybrid, luciferase. inhibition of corepressor binding, % at 3.98 µM. actives 0.35% (n = 360,000). AID 602229;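 active = inhibition above the mean of all tested compounds plus 3 SD, cut at about 70% in these data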;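 also: 0% = DMSO with NR2E3 transfected cells and 100% = cells lacking NR2E3 construct; higher means lower luciferase signal from less NR2E3 corepressor binding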
HIF-2a block = blocks HIF-2a reporter activity; 786-0 RCC cells HIF-2a reporter, luciferase luminescence, overnight; inhibition, % at 18.8 µM; actives 0.72% (n = 360,000); AID 624352;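 active = inhibition of the luminescence signal of 40% or more relative to plate controls, in a single-dose primary screen at 18.75 µM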
Peg3 prom inh = reduces Peg3 promoter-driven luciferase expression in HeLa | HeLa PEG-Prom luciferase reporter, luminescence, overnight | inhibition, % at 20 µM | actives 1.7% (n = 360,000) | AID 588405;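 active = inhibition of at least 50% at 20 µM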
The depositor's hits bear a star; . = no result given. Not all compounds are listed; count on the stated rates, not on these rows.

Values run as follows: iPSC survival up, EBV LMP1 NFkB, CF NFkB block, TRAIL sens C8, NR2E3 ag-1, KKLEB tox, MITF TRPM1 inh, Shn3 inh set2, NR2E3 ag-2, HIF-2a block, Peg3 prom inh
- CCN(CC)S(=O)(=O)c1ccc2c(c1)nc(CCC(=O)OCC(=O)Nc1cc(OC)cc(OC)c1)n2C
 : -0.3, -11, -1, -11, 0, 0, 6, 22, -8, 13, 10
- CCCCOc1ccc(C(=O)Nc2ccc(N3CCN(C)CC3)cc2)cc1
 : -7.8, -5, 14, 5, 1, -10, 2, 9, -11, -1, 31
- Cn1c(Oc2ccccc2)c(C=O)c2ccccc21
 : -1.0, 3, 5, -2, 2, -15, 4, -24, 15, 15, 4
- Cc1ccc(-c2nnc(Nc3ccc4c(c3)OCO4)c3ccccc23)cc1S(=O)(=O)NC(C)C
 : -0.1, -3, 37, 3, 1, -15, 9, 6, -11, -50, 7
- O=C(/C=C/c1cccc([N+](=O)[O-])c1)NCc1ccccc1
 : 0.4, 0, -5, 2, 0, -1, -10, -18, -5, -13, 5
- COc1ccc(Nc2nc(NCc3ccco3)nc(N/N=C/c3ccc(O)cc3)n2)cc1
 : -0.3, -4, -27, -4, 3, 13, 2, -9, -26, -25, 3
- CC(=O)Nc1ccc(S(=O)(=O)NCCC(=O)NCCc2ccc(F)cc2)cc1
 : -0.5, -1, 11, -6, -5, 2, 17, -19, 9, 10, 9
- CCc1nn2c(N(C)CCO)cc(C)nc2c1-c1ccc(F)cc1
 : -0.6, 2, 10, 2, -1, 0, 3, 13, -5, 18, 16
- S=C(Nc1cccc2ccccc12)Nc1cccc2ccccc12
 : -1.8, -4, 84*, 6, ., -37, 20, 10, -38, -78, -31
- Cc1c2cnn(-c3ccccc3)c(=O)c2c(C)n1CCCC(=O)N1CCN(c2ncccn2)CC1
 : 0.3, 2, -11, -2, ., 16, 5, 8, -46, -4, 12
- O=S1(=O)C[C@@H](N2CCC[C@@H]2CO)[C@H](COCc2ccccc2)N1
 : -0.2, ., -21, -3, ., -18, ., -4, -16, -10, -4
- Cc1nc(S(=O)(=O)Cc2ccc(Cl)cc2)nc2c1CCC2
 : -0.8, 3, 12, 4, -1, 1, 3, 68, -7, 13, -4
- Cc1cc2nc(-c3ccc4c(c3)CCC4)ccn2n1
 : -0.1, -25, 10, -11, 4, -5, -22, -12, -53, -117, -103
- Nc1nc(Nc2ccccc2F)nc(NCc2ccco2)c1[N+](=O)[O-]
 : 0.3, -36, 20, -18, -1, -11, -37, -56, -18, -160, -56
- CCOC(=O)C1(CCCc2ccccc2)CCN(C(=O)CCC2=NNC(=O)CC2)CC1
 : 1.6, -13, 4, -3, 1, -2, -2, 13, -17, -18, 3

(further entries)
Values run as follows: iPSC survival up, EBV LMP1 NFkB, CF NFkB block, TRAIL sens C8, NR2E3 ag-1, KKLEB tox, MITF TRPM1 inh, Shn3 inh set2, NR2E3 ag-2, HIF-2a block, Peg3 prom inh
- Nc1cc(S(=O)(=O)N2CCOCC2)ccc1Oc1cccc(Br)c1
 : -0.2, 5, 8, 18, ., 0, 9, 33, 13, 7, 14
- Cc1c(NC(=O)C(C)NCC2CCCO2)c(=O)n(-c2ccccc2)n1C (stereo unspecified)
 : 8.8, -7, -4, -16, 3, 10, 10, -7, -19, 7, -6
- NC(=O)CC(NC(=O)c1ccccc1)C(=O)O (stereo unspecified)
 : 20*, -9, -13, 14, -2, 11, -1, 9, -26, 13, -5
- COc1cccc(C(O)c2ncc(-c3ccc(Cl)cc3)[nH]2)c1 (stereo unspecified)
 : -1.3, ., 1, 2, ., -12, ., -12, 3, -32, -18
- COc1ccc(O[C@@H]2O[C@H](COC(C)=O)[C@@H](OC(C)=O)[C@H](OC(C)=O)[C@H]2NC(C)=O)cc1
 : -1.0, -2, 2, -10, -2, -1, 2, 26, 4, 11, 79*
- Cc1ccc(-n2cccc2C(=O)NS(=O)(=O)c2ccc(C)cc2)cc1
 : -0.7, 1, 8, 10, 4, -4, 3, 13, 15, 10, -4
- COc1ccc(Nc2ccccc2N)cc1
 : 0.5, 31, 8, -8, 0, 0, 54, 53, -22, -21, -22
- O=C(CCSc1nc(-c2ccco2)cc(C(F)(F)F)n1)N1CCN(c2ccccc2)CC1
 : 0.0, -2, -3, 2, 1, 10, 5, 2, -14, 2, 29
- Cc1occc1C(=O)N1CCCC(CO)(Cc2ccc(F)cc2F)C1 (stereo unspecified)
 : 0.8, 31, 2, 0, 2, -19, -6, 4, -32, 2, 3
- COc1ccc(/C=N/NC(=O)c2ccc3nc[nH]c3c2)cc1OC
 : 0.5, 8, -3, -18, 0, 3, 6, -8, -13, 19, 7
- C=CCN(c1ccccc1)S(=O)(=O)c1cccc(C(=O)Nc2ncccc2O)c1
 : -0.6, 6, -13, 8, -1, -1, 2, -4, -13, 17, 13
- Cc1csc(Sc2nc3c(c(=O)[nH]c(=O)n3C)n2Cc2ccccc2Cl)n1
 : -0.9, 2, -8, 3, 0, 11, -1, 4, -13, 3, 16
- Cc1ccc(O)c(-c2cc(C(=O)Nc3c(C)n(C)n(-c4ccccc4)c3=O)[nH]n2)c1
 : -0.8, 4, 3, 10, 1, 20, -2, -9, -12, 6, 7
- COc1ccc(S(=O)(=O)N2CCN(C(=O)c3cccnc3)CC2)cc1OC
 : 1.1, -42, -1, -1, -5, 8, -21, -6, -10, 8, 18
- CN(C)S(=O)(=O)N(CC(=O)Nc1ccccc1F)c1ccccc1
 : 3.4, -5, -14, -10, -2, 8, 3, 14, -24, 14, 7

More results:
Values run as follows: iPSC survival up, EBV LMP1 NFkB, CF NFkB block, TRAIL sens C8, NR2E3 ag-1, KKLEB tox, MITF TRPM1 inh, Shn3 inh set2, NR2E3 ag-2, HIF-2a block, Peg3 prom inh
- CC1(c2ccccc2Cl)NC(=O)N(CC(=O)NCc2ccco2)C1=O (stereo unspecified)
 : 0.7, 6, 17, -4, 0, 3, 13, -8, 1, 15, 5
- CCOc1ccc2nc(-c3ccccc3)nc(SCC(=O)OC)c2c1
 : -0.4, 1, 1, 3, 2, -1, 1, -14, -34, 14, 14
- Cc1coc2c1c(C)cc1oc(=O)c(CC(=O)NCC(=O)NCC(=O)O)c(C)c12
 : -0.1, -8, -16, -13, ., -2, 10, 0, 19, 25, -5
- C/C(N)=C(/C#N)C(=O)CSc1nc2cc(Cl)ccc2c(=O)n1Cc1ccco1
 : -0.5, -9, -2, -5, 4, -19, 15, 17, -14, 13, 32
- CCc1c(C)[nH]c(=S)c(C#N)c1C
 : 6.1, 0, 12, -5, 1, 0, 4, 7, -2, 6, 7
- COc1ccccc1Cn1c(=S)[nH]c2ccc(Br)cc2c1=O
 : 0.3, 3, 10, -13, -2, -4, 15, -5, -9, 13, 12
- COc1ccccc1-c1nnc2sc(COc3ccc(Cl)cc3)nn12
 : 1.2, 12, 23, -3, 1, 1, 1, -6, 18, 23, 14
- O=C(NCCCc1ccccc1)c1ccncc1
 : -2.5, -13, -5, 17, 1, -3, -6, 12, -2, 4, -2
- NS(=O)(=O)c1ccc(CCNC(=O)C2CCCCN2S(=O)(=O)c2ccccc2)cc1 (stereo unspecified)
 : 0.4, 3, 11, 6, -1, 20, 3, 4, -19, 11, 8
- Cc1nc([N+](=O)[O-])c(Sc2nc3ccccc3n2C)n1Cc1ccccc1
 : -3.1, -1, 65*, -1, 6, -34, 63*, 0, 6, 14, 35
- COc1ccc(S(=O)(=O)NCC2CCCN(Cc3ccc(C)o3)C2)cc1 (stereo unspecified)
 : -0.5, -3, 15, -6, -1, 0, -5, 0, 25, 7, 6
- O=[N+]([O-])c1ccc(N2CCN(c3ccc(F)cc3)CC2)cc1
 : 0.2, 1, 2, -5, 0, -9, -29, 9, -30, -48, -19
- Cc1cccc(C(=O)Nc2nnc(SCC(=O)NC3CC3)s2)c1
 : -0.3, -2, -5, 27, 6, 3, -25, -39, -3, -78, -87
- COc1ccccc1N1CC(C(=O)Nc2cccc(C(=O)O)c2)CC1=O (stereo unspecified)
 : 0.4, 3, -5, -6, 6, -3, -3, -10, 18, 9, 5
- CCN(CC(=O)Nc1cccc(OC)c1)C(=O)c1ccco1
 : -0.7, 0, -8, 11, 1, 8, -9, -16, 22, 9, 16
- CCOc1ccc(N2C(=O)C3C(c4ccc(O)cc4)NC(CCSC)(C(=O)OC)C3C2=O)cc1 (stereo unspecified)
 : 0.3, 1, 1, 5, 7, 6, -9, 1, 16, 1, -3
